SENP6 inh – SENP6 protease inhibitors, primary screen, biochemical, luminescence, uHTS; Sentrin-specific protease 6 (Homo sapiens), Q9GZR1; Recombinant SENP6 catalytic domain, aminoluciferin luminescence; inhibition, % at 10 µM; 1.8% of 330,000 active;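 active = inhibition above about 50% at the single tested dose, limit read from the data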;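 also: plate controls were DMSO wells with enzyme for no effect and DMSO wells lacking enzyme for full effect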
HKDC1 inhibitor – HKDC1 hexokinase inhibitors, primary screen, biochemical, fluorescence, uHTS; Q2TB90; recombinant HKDC1, G6PDH/diaphorase resazurin coupled fluorescence; inhibition, % at 20 µM; 0.16% of 340,000 active;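 active = inhibition above about 35% when tested at 20 µM, limit read from the data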;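 also: plate controls were DMSO wells with enzyme for no effect and DMSO wells lacking enzyme for full effect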
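test system = in-house recombinant HK5 (HKDC1) enzyme | amount = HKDC1 at 5 µg/mL | control set = DMSO-enzyme wells negative, buffer-substituted wells positive | compound = one dose of 20 µM, 1% DMSO | schedule = reaction time 90 min, room temperature, protected from light | technique = resorufin fluorescence at 613 nm | reagent = glucose with 1 mM ATP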
MPTP block – mitochondrial permeability transition pore inhibitors, primary screen, biochemical, isolated mouse mitochondria, absorbance | Ca2+ swelling absorbance, 30 min | inhibition, % at 10 µM | 1.4% of 360,000 active | AID 602449, 2012;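 active = inhibition of 50% or more, scaled per plate between neutral and stimulator controls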;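 also: 0% = DMSO wells given calcium and 100% = 1 mM EGTA wells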
ATG4B inhibitor – ATG4B protease inhibitors, primary screen, biochemical, fluorescence, uHTS. Cysteine protease ATG4B (Homo sapiens), Q9Y4P1. ATG4B cleavage of LC3-PLA2, NBD-HPC fluorescence, 1 h. inhibition, % at 8.33 µM. 0.51% of 340,000 active. AID 504462, 2011; in the data active = inhibition above about 40%
Target sequence (Q9Y4P1 whole entry, looked up): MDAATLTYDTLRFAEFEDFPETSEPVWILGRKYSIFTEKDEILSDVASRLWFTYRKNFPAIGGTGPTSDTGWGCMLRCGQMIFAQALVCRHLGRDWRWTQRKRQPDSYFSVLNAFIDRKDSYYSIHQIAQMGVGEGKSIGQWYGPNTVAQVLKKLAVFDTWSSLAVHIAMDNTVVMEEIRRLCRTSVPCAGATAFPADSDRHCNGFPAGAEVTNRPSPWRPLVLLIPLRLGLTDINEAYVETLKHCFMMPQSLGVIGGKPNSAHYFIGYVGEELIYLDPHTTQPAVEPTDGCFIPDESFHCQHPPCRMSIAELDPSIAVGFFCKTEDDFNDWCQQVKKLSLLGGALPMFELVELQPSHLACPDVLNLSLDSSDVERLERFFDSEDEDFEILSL
GRIN3A LBD mod – binders of NR3A ligand-binding domain, primary screen, biophysical, differential scanning fluorimetry, uHTS; Glutamate receptor ionotropic, NMDA 3A (GRIN3A) ligand-binding domain; NR3A LBD differential scanning fluorimetry, Tm shift; 0% = protein alone, 100% = glycine-bound protein; Tm shift relative to glycine control, % at 25 µM; 2.5% of 340,000 active; AID 1259313, 2017;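 active = melting temperature shift of at least 10% of the positive control shift, at one fixed dose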
PfGluPho inh – PfG6PD enzyme inhibitors, primary screen, biochemical, fluorescence intensity, uHTS. glucose-6-phosphate dehydrogenase-6-phosphogluconolactonase (Plasmodium falciparum 3D7). PfGluPho enzyme, NADPH resazurin-diaphorase fluorescence. inhibition, % at 20 µM. 0.78% of 350,000 active. AID 504690, 2011;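 active = inhibition reaching at least a set limit at 20 µM in the primary screen, cut at about 59% in these data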;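 also: 0% = DMSO wells with substrate and 100% = DMSO wells lacking glucose-6-phosphate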
SENP7 inh – SENP7 protease inhibitors, primary screen, biochemical, luminescence, uHTS; Sentrin-specific protease 7 (Homo sapiens), Q9BQF6; recombinant SENP7, Z-RLRGG-aminoluciferin luminescence, 40 min; inhibition, % at 5 µM; 1.5% of 330,000 active;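 active = inhibition above about 50% at the single test dose, limit read from the data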;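 also: plate controls were DMSO with enzyme for no effect and no enzyme buffer wells for full effect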
Target sequence (Q9BQF6 706-1050 limits assumed): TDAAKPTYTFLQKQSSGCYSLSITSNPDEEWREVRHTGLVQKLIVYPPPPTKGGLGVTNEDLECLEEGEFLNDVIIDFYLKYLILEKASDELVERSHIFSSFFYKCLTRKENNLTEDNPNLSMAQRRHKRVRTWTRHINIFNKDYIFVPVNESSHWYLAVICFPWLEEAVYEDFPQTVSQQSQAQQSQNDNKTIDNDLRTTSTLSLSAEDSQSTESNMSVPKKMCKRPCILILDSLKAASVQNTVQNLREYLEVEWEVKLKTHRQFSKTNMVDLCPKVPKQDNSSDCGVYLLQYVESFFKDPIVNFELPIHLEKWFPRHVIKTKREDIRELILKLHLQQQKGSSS
SENP8 inh – human SENP8 protease inhibitors, primary screen, biochemical, fluorescence, Nedd8 protein substrate, uHTS; Sentrin-specific protease 8 (Homo sapiens), Q96LD8; recombinant SENP8; inhibition, % at 20 µM; 0.64% of 360,000 active; AID 602440, 2012; in the data active = inhibition mostly above about 40%, no sharp cut-off; inactive = mostly below about 27%
Target sequence (Q96LD8 whole entry, looked up): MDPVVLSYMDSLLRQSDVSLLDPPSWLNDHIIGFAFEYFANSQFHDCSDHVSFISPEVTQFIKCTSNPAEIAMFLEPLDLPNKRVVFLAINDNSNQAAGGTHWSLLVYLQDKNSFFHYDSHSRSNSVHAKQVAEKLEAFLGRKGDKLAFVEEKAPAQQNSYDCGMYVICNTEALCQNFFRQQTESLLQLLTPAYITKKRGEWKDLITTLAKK
An asterisk follows results filed as active; i = inactive; . = not tested or not shown. Compounds as they come; 6.9% or so of the library scored in one or more.

SMILES	SENP6 inh	HKDC1 inhibitor	MPTP block	ATG4B inhibitor	GRIN3A LBD mod	PfGluPho inh	SENP7 inh	SENP8 inh
CCN1CCCC1CNC(=O)C1CCN(Cc2nc(-c3cccc(Br)c3)oc2C)CC1 (centres undefined)	3	-5	-9.8	-1	-4	7	-2	20
Cc1cc(C)c2sc(N(CCCN(C)C)C(=O)CN3C(=O)c4ccccc4C3=O)nc2c1	5	17	-4.7	-5	0	-8	-3	35
CCC1S/C(=C(\C#N)C(N)=O)N(c2ccc(F)cc2)C1=O (centres undefined)	15	5	1.4	2	7	-21	-7	18
CCCCOC(=O)CCc1c(C)[nH]c(=S)[nH]c1=O	6	0	-0.9	9	0	-17	2	15
Cc1nn(C)cc1CN(C)C(=O)c1nn2c(c1Br)NC(c1cccs1)CC2C(F)(F)F (centres undefined)	14	-1	0.4	-9	0	14	0	21
CCN(CC)S(=O)(=O)c1ccc(N2CCOCC2)c(NC(=O)c2cnccn2)c1	-2	-4	-0.5	-6	1	2	7	2
Cc1cnn(CCC(=O)NNC(=S)Nc2cccc(Cl)c2)c1	0	4	0.4	7	-1	-2	11	2
Cc1cc(C)c2cc(CN(CCN(C)C)C(=O)Nc3ccccc3Cl)c(=O)[nH]c2c1	-10	-8	-0.3	-7	-1	16	-7	-53
COc1ccc(C(=O)NC(=S)Nc2nnn(C)n2)cc1	20	-10	-1.5	0	1	26	1	19
COc1ccc2c(c1)cc(C(O)c1ccccn1)n2S(=O)(=O)c1ccccc1 (centres undefined)	9	14	0.8	-5	1	3	-1	6
Oc1ccccc1N=Cc1c(O)ccc2ccccc12	9	10	1.0	-7	-5	7	2	-11
COc1cccc(CNC2CCCC2)c1	3	-11	-1.3	-8	0	0	2	15
COc1ccccc1C1C(C(N)=O)=C(C)Nc2nc(-c3ccccc3Cl)nn21 (centres undefined)	0	-9	-1.4	-6	-2	8	-2	-16
Cc1cc(=O)n2c(c1C#N)SC1CCCCC12O (centres undefined)	-51	-3	1.2	-1	2	15	9	-6
O=C(O)c1ccc(O)cc1O	0	-5	-1.1	4	0	8	2	0
COc1ccc(N2CCN(Cc3nc4sc(C)c(C)c4c(=O)[nH]3)CC2)cc1	-14	6	2.0	12	0	8	4	-8
O=C(c1cc2ccccc2o1)N1CCN(C/C=C/c2ccccc2)CC1	-8	2	0.7	-6	-1	-5	-14	15
NNC(=O)CN1CCN(c2ncc(C(F)(F)F)cc2Cl)CC1	5	-1	-1.3	-5	-2	1	-2	20
Cc1ccc(CN2CCN(/N=C/c3ccc(C)s3)CC2)cc1	-8	-2	0.6	-1	7	5	0	16
Cc1ccc(C2=NS(=O)(=O)N(C)C(C(=O)NCc3ccccc3)=C2)cc1	3	0	0.5	-14	0	-2	-2	-49
O=C(O)CCN=Cc1c(O)c2ccccc2oc1=O	5	-2	-2.1	0	3	-8	10	6
Cc1cc(=O)oc2c3c(cc(OCC(=O)NCC(=O)O)c12)OC(C)(C)CC3	1	4	0.4	9	-2	3	9	-250
CCc1ccc(NC(=O)N(CCCN2CCOCC2)C(C)c2cc3cccc(OC)c3o2)cc1 (centres undefined)	-10	4	0.7	-6	2	-5	0	21
CC1=CCC2([N+](=O)[O-])CN(CC(=O)O)CC1([N+](=O)[O-])C2 (centres undefined)	-3	-5	-0.1	6	-4	-12	0	14
COc1ccccc1CNC(=O)COC(=O)c1sc(C)nc1C	-10	-1	-2.4	-4	-1	-12	-2	18
c1cnc(NC2CCCCCC2)nc1	-3	-5	2.2	-6	-1	11	-3	-19
COc1ccccc1C(=O)Nc1ccc(S(=O)(=O)Nc2cc(C)nc(C)n2)cc1	-8	11	-1.1	-1	16*	-7	1	14
O=C(c1cccc(Br)c1)N1CCN(S(=O)(=O)N2CCOCC2)CC1	-5	-3	-0.7	4	0	-15	-6	1
COc1cccc(N2CC(NC(=O)c3cccc4ccccc34)CC2=O)c1 (centres undefined)	-6	-7	-1.2	-13	0	-1	4	5
COc1cc(-c2nnc(-c3ccco3)o2)ccc1OCc1ccccc1	11	0	3.5	8	-2	-1	4	-257
CCOC(=O)CSc1nnc(C)c(=O)[nH]1	-7	-8	-2.2	-6	2	-17	-9	13
Cc1cccc(C(=O)Nc2ccccc2C(=O)NCc2ccco2)c1	-9	-1	-0.5	1	0	-4	0	-7
CCc1ccc(-n2c(=S)sc3c(=O)n(-c4ccccc4OC)c(=S)[nH]c32)cc1	-2	2	2.6	5	-1	56	-21	17
O=C(OCc1ccccc1)c1ccc(NCc2cc(O)ccc2O)cc1	.	11	0.9	19	-3	42	.	18
COc1ccc(C)cc1NC(=O)CSc1ccc(Cl)cc1	3	1	2.5	10	-40	19	-2	-1
CCOC(=O)CC(=O)CSc1nc2c(cc1C#N)CCCCC2	26	5	0.9	-7	0	-10	-3	i
O=C(Cn1cc(C(=O)c2cccs2)c2ccccc21)NC1CCCCC1	-6	-1	6.4	-9	-11	8	-6	-28
Cc1nn(C(C)C(=O)NCc2ccccc2)c(C)c1[N+](=O)[O-] (centres undefined)	-12	7	-0.8	-9	1	-12	-6	5
O=C(CCN1C(=O)/C(=C/c2ccccc2)SC1=S)N1CCCCCC1	-20	-1	77*	5	-3	-13	-7	10
CCCCOC(=O)c1nnc(-c2ccc(Cl)cc2)o1	-15	-3	1.2	9	0	-9	-4	4

4 compounds already listed, ordered by count of non-hydrogen atoms, largest number first.
SMILES	SENP6 inh	HKDC1 inhibitor	MPTP block	ATG4B inhibitor	GRIN3A LBD mod	PfGluPho inh	SENP7 inh	SENP8 inh
CCN(CC)S(=O)(=O)c1ccc(N2CCOCC2)c(NC(=O)c2cnccn2)c1	-2	-4	-0.5	-6	1	2	7	2
O=C(Cn1cc(C(=O)c2cccs2)c2ccccc21)NC1CCCCC1	-6	-1	6.4	-9	-11	8	-6	-28
CCCCOC(=O)c1nnc(-c2ccc(Cl)cc2)o1	-15	-3	1.2	9	0	-9	-4	4
Cc1cc(=O)n2c(c1C#N)SC1CCCCC12O (centres undefined)	-51	-3	1.2	-1	2	15	9	-6

Next entries follow.
SMILES	SENP6 inh	HKDC1 inhibitor	MPTP block	ATG4B inhibitor	GRIN3A LBD mod	PfGluPho inh	SENP7 inh	SENP8 inh
O=C(CCc1c[nH]c2ccccc12)N1CCN(c2ccc(O)cc2)CC1	24	4	-1.7	0	-4	54	-4	9
COc1ccc(CNC(=O)C(C)N=C2NS(=O)(=O)c3ccccc32)cc1OC (centres undefined)	-5	-4	2.0	-5	0	0	0	8
COc1ccc(C)cc1NC(=O)c1[nH]c(C)c(C(C)=O)c1C	-17	-3	-0.9	-3	2	-3	-3	-7
O=C(C1CCCN(Cc2ccccc2[N+](=O)[O-])C1)N1CCCCC1 (centres undefined)	-25	-8	0.7	4	0	-2	2	15
Cc1nn(CC2CC2)c(=O)n1-c1ccc(F)cc1	-10	-7	-0.6	-3	1	-4	-12	11
CC1CCCCC1NC(=O)Cn1cnc2c1c(=O)n(C)c(=O)n2C (centres undefined)	8	3	-0.4	0	0	-4	0	12
Cc1cc(C)c(C(=O)C(C)OC(=O)Cn2cnc3c2c(=O)n(C)c(=O)n3C)cc1C (centres undefined)	2	-4	-1.0	3	1	-7	-14	13
COc1ccc([C@H]2CC(=O)C=C(c3ccc(C)cc3)C2)cc1OC	-1	-3	2.4	3	-3	-8	2	12
CNc1ccc2nnc(C(F)(F)C(F)(F)C(F)(F)F)n2n1	14	-8	-0.4	-4	0	12	-2	11
O=C(Cn1c(CC(=O)N2CCOCC2)nc2ccccc21)Nc1ccc2c(c1)OC(F)(F)O2	-4	-1	-2.4	-11	-2	4	3	8
COc1ccc([C@H]2C=C(C(=O)O)O[C@@H](OCCCCO)C2)cc1	-11	-3	-1.0	6	3	-2	-2	-34
CCO[C@@H]1OC(C(=O)N2CCOCC2)=C[C@H](C2CC2)[C@H]1CCCO	-13	-3	-0.9	3	-3	-12	0	10
CS(=O)(=O)N1CCc2cc(C(=O)N3CCN(c4ccccc4)CC3)ccc21	0	4	-1.1	-9	0	0	11	4
COc1cc2c(cc1OC)C(C)=NC1(CCCCC1)C2	2	-5	3.6	-11	2	4	7	-431
Cc1ccc2oc(-c3ccc(NC(=O)c4ccc5c(c4)OCO5)cc3)nc2c1	7	0	1.2	-10	22*	14	7	-318
CCN(CC)S(=O)(=O)c1ccc(Cl)c(C(=O)NCC2CCCO2)c1 (centres undefined)	-18	0	-0.4	-18	-2	-7	-4	15
CCN/N=C(\Cc1nc2ccccc2[nH]1)c1ccccc1	-37	-2	0.8	12	-3	-9	10	-295
COC(=O)c1ccccc1NC(=O)COc1ccc2c(c1)OCO2	-18	-3	0.5	0	2	8	30	-2
O=C1CCC(N2C(=O)c3ccccc3C2=O)C(=O)N1 (centres undefined)	-10	-5	0.1	9	-2	-12	0	5
COc1ccc([C@H]2CC(=O)C=C(c3cccc(Cl)c3O)C2)cc1OC	-3	3	-1.0	-17	1	7	-3	9
CC(C)CN(C(=O)COC(=O)c1ccc(Br)cc1)c1c(N)n(Cc2ccccc2)c(=O)[nH]c1=O	-17	-1	0.6	-1	1	-12	14	14
COc1ccc(N2C(=O)C(Cl)=C(Nc3c(C)n(C)n(-c4ccccc4)c3=O)C2=O)cc1	-2	5	-0.4	-13	2	6	4	26
NC(=O)N/N=C(/CCCCCC/C(=N\NC(N)=O)c1ccccc1)c1ccccc1	2	5	1.2	-18	-4	7	-1	26
Fc1ccc(NC(=S)NCc2ccc3c(c2)OCO3)cc1	-18	17	11	-11	-8	7	3	10
CC(C)[C@H](NC(=O)c1ccccc1Cl)C(=O)OCC(=O)N1CCCCC1	2	1	1.4	-10	6	-9	-2	-1
CNC(=O)COC(=O)CCC(=O)c1ccc(Cl)cc1	-16	-6	-0.7	-29	0	3	-14	10
COc1ccc(-c2cc3ccccc3n2CC(O)CN2CCC(C)CC2)cc1 (centres undefined)	-18	-5	0.1	2	2	-4	14	-51
CC(NC(=O)C(=O)N1CCCCC1)C(c1cccs1)N1CCN(c2ccc(F)cc2)CC1 (centres undefined)	-5	1	0.0	-2	-1	-5	-2	13
COC(=O)[C@H](Cc1ccccc1)NC(=O)N1CCN(c2ccc(F)cc2)CC1	7	-7	0.3	-1	0	6	1	17
Cc1ccccc1Nc1ccc([N+](=O)[O-])cn1	4	-5	0.4	-2	0	-9	2	32
COc1ccc(C=NNC(=O)c2cc(C)oc2C)cc1O	79*	-4	0.3	8	2	-6	86*	-1
CCOc1ccc(NC(=O)CC2S/C(=N/N=C3CCCCCC3)NC2=O)cc1 (centres undefined)	8	-4	0.0	3	-2	-21	-3	9
N=C1c2ccccc2-c2ccccc21	.	2	-2.5	2	-9	12	.	8
CCOc1cc(CO)ccc1OCC(=O)N1CCCCC1	0	1	0.7	-8	1	7	7	18
Cc1ccc(OCCC(=O)OCC(=O)Nc2ccc(C)cc2Cl)cc1	-4	-4	0.9	-1	3	-4	-3	9
COc1cccc(C(C(=O)NC2CCCC2)N(C(=O)c2ccco2)c2ccccc2)c1OC (centres undefined)	-6	-4	-3.5	-8	1	-14	3	8
CC(C)NC(=O)C1(c2ccccc2)CC1(Cl)Cl (centres undefined)	-5	-8	2.3	-2	0	8	1	0
Cc1ccc(C(=O)N2CCN(c3cccc(C)c3C)CC2)cc1S(=O)(=O)N1CCOCC1	-4	-3	-1.0	9	-1	20	-1	-1

High-throughput results (PubChem)
